Compound activity deposited in PubChem BioAssay by several laboratories.
PrPC TRFRET: inhibitors of human cell surface prion protein PrPC. AID 720596. inhibition, % at 13.8 µM. TR-FRET read-out. actives 0.43% (n = 370,000); in the data active = inhibition above about 24%; note: 0% = median of the test wells and 100% = reference compound wells
CCHF vOTU inh: blocks the CCHF virus ovarian tumor domain protease. CCHFV vOTU protease, Pep-AMC fluorescence. inhibition, % at 11.5 µM. actives 0.55% (n = 370,000). AID 651958; note: 0% = vehicle wells with enzyme and 100% = no enzyme wells
FadD28 FP inh: blocks FadD28 binding to the bisubstrate probe; inhibition, % at 12.5 µM; AID 588549; actives 0.22% (n = 360,000); fluorescence polarization; in the data active = inhibition above about 8.5%, passing the limit was not always enough; inconclusive = no clear call, values can overlap the other calls
BoNT F protease: blocks Botulinum neurotoxin F light chain protease | Multiplex microsphere protease cleavage assay, flow cytometry | inhibition, % at 10 µM | AID 588497 | actives 0.22% (n = 360,000); in the data active = inhibition above about 35%, passing the limit was not always enough; inconclusive = no clear call, values can overlap the other calls; note: plate controls were buffer without enzyme for full effect and enzyme alone for no effect
BioA inh: blocks M. tuberculosis BioA enzyme activity | purified M. tuberculosis BioA enzyme, plate reader | actives 0.096% (n = 360,000) | AID 602481 | inhibition, % at 9.99 µM; in the data active = inhibition above about 40%; inconclusive = no clear call, values can overlap the other calls
GDH-TPI counter: GDH-TPI coupled enzyme inhibition counter-screen | inhibition, % at 4.8 µM | AID 588335 | GDH-TPI coupled enzyme counterscreen, NADH absorbance | actives 1.2% (n = 360,000);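 note: 0% = DMSO wells and 100% = wells lacking the enzyme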
BoNT A protease: inhibitors of Botulinum neurotoxin A light chain protease | multiplex microsphere protease substrate cleavage, flow cytometry | actives 0.17% (n = 360,000) | inhibition, % at 10 µM; in the data active = inhibition above about 30%; inconclusive = no clear call, values can overlap the other calls; note: plate controls were buffer without enzyme for full effect and enzyme alone for no effect
Mtb UGM inh: blocks M. tuberculosis UGM enzyme | actives 0.06% (n = 320,000) | purified UGM, fluorescence polarization probe displacement | inhibition, % at 10 µM | P9WIQ1; in the data active = inhibition above about 10%, passing the limit was not always enough; inconclusive = no clear call, values can overlap the other calls
Target sequence (P9WIQ1 whole entry, looked up): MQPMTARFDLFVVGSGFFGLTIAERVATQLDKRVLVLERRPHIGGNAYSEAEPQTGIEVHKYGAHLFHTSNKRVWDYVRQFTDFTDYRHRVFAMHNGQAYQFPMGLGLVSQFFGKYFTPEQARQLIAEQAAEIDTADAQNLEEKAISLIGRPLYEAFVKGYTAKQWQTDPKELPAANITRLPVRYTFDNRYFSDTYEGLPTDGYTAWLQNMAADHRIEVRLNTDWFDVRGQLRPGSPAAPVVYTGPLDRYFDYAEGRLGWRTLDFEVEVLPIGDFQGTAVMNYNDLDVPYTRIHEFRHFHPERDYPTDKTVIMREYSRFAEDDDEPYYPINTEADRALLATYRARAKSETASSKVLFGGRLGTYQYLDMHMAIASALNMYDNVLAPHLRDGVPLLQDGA
FBA Mtb inh: inhibits M. tuberculosis FBA enzyme; P9WQA3; purified M. tuberculosis FBA, fluorescence read-out; inhibition, % at 1 µM; actives 2.3% (n = 360,000); in the data active = inhibition above about 27%;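 note: 0% = vehicle and 100% = reference inhibitor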
Target sequence (P9WQA3 whole entry, looked up): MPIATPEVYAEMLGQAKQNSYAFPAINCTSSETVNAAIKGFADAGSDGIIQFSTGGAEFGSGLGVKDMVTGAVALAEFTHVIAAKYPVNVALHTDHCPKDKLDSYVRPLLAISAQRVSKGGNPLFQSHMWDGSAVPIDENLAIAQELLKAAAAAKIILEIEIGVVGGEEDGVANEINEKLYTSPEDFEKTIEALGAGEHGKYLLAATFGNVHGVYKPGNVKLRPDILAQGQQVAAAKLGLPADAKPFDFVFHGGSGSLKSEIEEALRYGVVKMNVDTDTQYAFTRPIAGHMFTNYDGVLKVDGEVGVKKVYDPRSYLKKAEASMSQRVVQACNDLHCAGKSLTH
* = called active by the depositor; u = inconclusive; x = no result given; & = joins results of further samples. Cut-off read from the data, not from the text of the source, unless noted: active = inhibition above about 30%; inactive = the rest.

SMILES	PrPC TRFRET	CCHF vOTU inh	FadD28 FP inh	BoNT F protease	BioA inh	GDH-TPI counter	BoNT A protease	Mtb UGM inh	FBA Mtb inh
Cc1nn(Cc2cccc(C(=O)NC34CC5CC(CC(C5)C3)C4)c2)c(C)c1Br	-1	1	-2.4	-4	0.1	12	-1.1	0.8	0
O=C(OCc1ccccc1)N1CCC2CC1c1ccc(N3CCN(Cc4ccc5c(c4)OCO5)CC3)cc12 (configuration not stated)	11	5	-3.1	-1	1.1	x	-0.6	x	-3
O=S(=O)(ON(c1ccccc1)S(=O)(=O)c1ccccc1)c1ccccc1	4	-7	-2.1	0	-1.7	4	0.7	0.1	0
COCCCN=Cc1c(O)[nH]c(=S)[nH]c1=O	-5	14	-0.6	-6	-0.8	33*	-0.2	1.5	0
C#Cc1ccc([C@H]2C=C(C(=O)N3CCOCC3)O[C@@H](OCC)[C@@H]2CCCO)cc1	2	-7	-0.8	0	0.1&-0.5	9	-0.6	-2.4	1
O=C(OCC12CC3CC(CC(C3)C1)C2)c1ccc(NCc2cc(O)ccc2O)cc1	25*	3	-2.7	0	x	6	0.1	x	-3
CCOC(=O)c1c(NC(=O)COC(=O)c2nc(Cl)ccc2Cl)sc2c1CCC2	2	-8	-1.6	-9	x	-5	-0.6	1.5	-1
CCC(C(=O)OC)n1cnc2c(nnn2-c2ccc(F)cc2)c1=O (configuration not stated)	-6	-2	-0.9	-2	0.4	3	-0.3	-0.4	5
O=[N+]([O-])c1cccc(-c2nnc(-c3ccc4c(c3)OCO4)o2)c1	-10	4	-7.3	-10	x	-1	-1.5	-0.4	2
CCN(CC)c1ccc(C(=O)NC(=S)N2CCN(Cc3ccc4c(c3)OCO4)CC2)cc1	3	1	-0.2	51*	x	26	-13	-3.6	-6
COc1ccc(NC(=O)CSc2nnc(Cc3cccs3)n2-c2ccc(C)cc2)cc1	x	x	-0.8	1	1.5	5	u	0.8	-1
CC[C@H](C)[C@H](NC(=O)c1ccccc1)C(=O)Nc1ccc(S(=O)(=O)Nc2cc(C)nc(C)n2)cc1	1	-13	-2.6	2	-1.4	11	-0.7	-2.4	3
Cc1ccc(C)c(N2C(=O)c3cc(N4CCOCC4)c([N+](=O)[O-])cc3C2=O)c1	5	-2	0.4	-11	-0.1	1	-2.1	-0.5	-1
OC[C@@H]1CN(Cc2ccc(F)cc2)C[C@H](n2cnc3c(NCc4ccc(F)cc4)ncnc32)O1	5	12	-3.8	2	0.7	12	0.8	x	5
CCCn1nc(Oc2nc(NCC)nc(NCC)n2)ccc1=O	-6	12	-0.3	14	-0.4	15	1.4	-1.4	-1
O=C1[C@@H]2C(c3ccccc3Cl)=NO[C@@H]2C(=O)N1Cc1ccccc1	7	11	-3.4	4	-1.5	12	-0.3	-3.1	-2
CCn1c(-c2ccco2)n[nH]c1=S	6	5	0.4	16	-1.0	1	0.6	0.5	20
O=C(O)C1CCCN1C(=O)C12CC3CC(CC(C3)C1)C2 (configuration not stated)	-2	-14	-1.5	u	-1.3	10	-2.2	0.8	0
Cc1ccc(NS(=O)(=O)c2ccc(CCC(=O)N3CCCC3)cc2)cc1	5	-8	-0.3	-10	x	1	-2.5	3.5	1
CC(C)=CCC/C(C)=C/Cc1c(O)ccc(C(=O)/C=C/c2ccc(O)cc2)c1O	4	26	-6.2	-5	-1.5	16	-0.1	3.0	-3
O=S(=O)(c1ccccc1)N(Cc1nc(-c2ccccc2)no1)C1CCCCC1	10	9	-4.0	-11	1.4	3	-0.6	-1.4	-1
CCOC(=O)c1ccc(NC(=O)CN2C(=O)CSC2=O)cc1	2	-6	-0.2	1	0.1	8	1.0	0.9	0
O=C(NC(=S)N1CCOCC1)c1cn(-c2ccccc2)nc1-c1ccccc1	-2	17	1.2	-10	1.3	7	-0.6	-2.3	5
COc1ccc(C(C(=O)NC2CCCC2)N(Cc2cccnc2)C(=O)c2snc(C(N)=O)c2N)cc1OC (configuration not stated)	3	-9	1.4	-14	-0.3	5	-0.9	-0.9	6
Oc1ccc2oc3c(c2c1)CCCC3	-4	7	0.6	-5	x	-2	-0.3	-0.9	3
CCOc1ccc(-c2cc(C(=O)NCc3ccccc3)[nH]n2)c(C)c1	-8	8	-1.1	-4	-1.2	4	-0.3	x	-4
O=C(NCCOc1ccc(F)cc1)C1CCC(=O)N(CCN2CCOCC2)C1 (configuration not stated)	-1	5	1.0	-4	-0.8	-7	0.0	-0.9	3
CC1=CC(=C(C#N)c2nc3ccccc3s2)C=C(C)N1Cc1ccco1	1	0	0.5	-4	-0.4	13	3.4	-1.5	2
COC(c1ccccc1)c1nnc(CCC(=O)N(C)CCCC2CCCC2)o1 (configuration not stated)	1	-6	-0.4	3	x	3	-0.7	-3.3	28*
O=C(Oc1ccc(/C=N/n2cnnc2)cc1)c1cccc([N+](=O)[O-])c1	-8	2	0.6	3	x	7	0.9	1.7	-1
COC(=O)c1cc(N=Nc2sc(N)nc2C)cc(C(=O)OC)c1	-5	6	0.4	-4	-3.9	6	-0.9	-2.7	4
S=c1[nH]nc(-c2ccc(Cl)cc2)n1/N=C/c1cccs1	4	-10	0.3	4	1.2	10	0.0	4.2	1
CCn1c(SCC(=O)Nc2cccc(OC)c2)nc2ccccc2c1=O	11	-7	-2.6	4	-1.4	6	0.5	-2.3	3
CCc1cc(-c2nnn(-c3cc(C(C)C)ccc3C)c2CC)ccc1-c1cn(CCc2c[nH]c3ccccc23)nn1	6	14	-2.3	-2	-0.5	19	-0.2	x	1
CCN1C(=O)[C@@H]2Cc3c([nH]c4ccccc34)C(c3cc(OC)c(OC)c(OC)c3)N2C1=S (some centres not stated)	-6	-8	0.6	-5	-2.6	6	0.6	-1.0	1
N#CC1=C(N)Oc2c(c(=O)oc3ccccc23)C1c1ccccc1OC(=O)c1cccs1 (configuration not stated)	-2	3	-1.3	-6	x	6	-1.0	-0.7	1
CCCCN1C(=O)C(=O)N(CC(=O)c2ccc3c(c2)OCO3)C1=O	3	-9	0.1	-1	-2.8	3	1.0	1.7	1
Cc1cccc(C(=O)NCCCN(C)CCCNC(=O)c2cccc(C)c2)c1	-7	-9	-1.6	18	-1.4	-3	-0.4	-0.4	-2
CCOC(=O)c1cnc(N2CCN(c3ccccc3)CC2)[nH]c1=O	-5	-5	0.6	-23	-1.5	3	-4.7	x	1
Cc1cc(OCCN2CCOCC2)ccc1C(C)C	10	11	-1.8	13	-1.3	5	4.3	0.4	0
CCOc1ccccc1N1CC(C(=O)N2CCc3ccccc32)CC1=O (configuration not stated)	5	2	-4.5	2	x	-3	0.7	-3.0	1
CC(=O)Nc1ccc2cnn(C(C)=O)c2c1	-7	15	-1.4	2	-1.1	13	0.1	x	3
Cc1ccsc1C(=O)N1CCC1(C)C(=O)NS(=O)(=O)c1ccc(Br)cc1 (configuration not stated)	-4	-5	0.3	5	-0.7	2	-0.6	x	0
CCN(CC)CCNCC(=O)Nc1ccc(Cl)cc1C(=O)c1ccccc1	-15	6	-1.1	6	0.4	11	-0.2	-0.3	3
CC(=O)Oc1ccc(/C=c2\sc3ncnn3c2=O)cc1	-2	-3	-0.8	2	-4.7	-2	0.5	0.8	2
CCOc1ccc(S(=O)(=O)NCCC(=O)NCC2(N3CCCCC3)CCCCC2)cc1	-9	-2	-0.8	-3	-0.4	-11	-0.8	0.4	1
O=C1N(c2cccc(Cl)c2)C(c2cccnc2)N2CCCN12 (configuration not stated)	9	-3	-2.9	1	x	-3	-0.4	0.9	-2
Cc1c(S(=O)(=O)N2CCN(c3cccc(C(F)(F)F)c3)CC2)c(=O)n(C)c(=O)n1C	-1	12	-3.7	-2	-1.3	9	-0.9	-3.5	-2
O=C(O)[C@]1(S(=O)(=O)c2ccccc2)C[C@@H]2ON=C(c3cccc(Br)c3)[C@@H]2C1	2	1	-1.2	-6	4.4	10	-0.1	-1.2	2
Cc1ccc(C)c(NC(=O)C2CC(=O)N(C3CCCCC3)C2)c1 (configuration not stated)	-3	18	1.1	2	-0.8	-6	-0.6	-1.2	-1
COc1ccccc1NC(=O)COC(=O)c1ccccc1C(=O)N1CCN(c2ccccc2)CC1	4	-4	-3.1	1	x	-5	-0.4	-1.1	-2
Cc1ccc(N(C(=O)C2CCC(=O)N2)C2(C(=O)NC3CCCC3)CCCCC2)cc1 (configuration not stated)	-4	-5	-3.1	-11	1.2	0	-0.2	-0.1	0
Cc1ccc(OCC(=O)NCCCNC(=O)c2ccco2)cc1C	-5	1	-3.1	8	x	-8	2.8	2.0	1
COCCN(C(=O)COC(=O)CCn1c(C)csc1=O)c1c(N)n(Cc2ccccc2)c(=O)[nH]c1=O	6	11	0.5	10	-0.4	1	2.4	-1.4	4
CCCC(=O)c1ccc2c(c1)OCCO2	-2	8	-2.3	-5	-1.0	2	0.4	-2.6	3
COc1ccc(CCN(C)C(=O)c2oc3ccccc3c2C)cc1OC	2	-7	-3.9	-5	2.6	-1	-2.0	0.3	-1
CCCCc1nc(S(=O)(=O)c2ccc(Cl)cc2)c(N2CCOCC2)o1	1	6	-2.3	u	-0.8	-2	0.5	0.9	4
CC1CCCC(C)N1C(=O)COC(=O)c1ccc(Br)c(S(=O)(=O)N2CCOCC2)c1 (configuration not stated)	1	2	-4.1	-3	0.2	0	-0.5	-0.7	0
COc1cc(C(=O)Nc2cccc3ncccc23)cc(OC)c1OC	6	-12	-5.4	8	-0.2	-10	0.6	2.7	-1
CCOc1cc(C=O)ccc1OCCSc1ccc(Cl)cc1	-5	-4	-0.9	-18	-0.5	10	u	1.4	4

Two of these compounds in another layout:
Compound: CCCC(=O)c1ccc2c(c1)OCCO2
  PrPC TRFRET: -2; CCHF vOTU inh: 8; FadD28 FP inh: -2.3; BoNT F protease: -5; BioA inh: -1.0; GDH-TPI counter: 2; BoNT A protease: 0.4; Mtb UGM inh: -2.6; FBA Mtb inh: 3

Compound: COc1ccc(CCN(C)C(=O)c2oc3ccccc3c2C)cc1OC
  PrPC TRFRET: 2; CCHF vOTU inh: -7; FadD28 FP inh: -3.9; BoNT F protease: -5; BioA inh: 2.6; GDH-TPI counter: -1; BoNT A protease: -2.0; Mtb UGM inh: 0.3; FBA Mtb inh: -1

Next part
SMILES	PrPC TRFRET	CCHF vOTU inh	FadD28 FP inh	BoNT F protease	BioA inh	GDH-TPI counter	BoNT A protease	Mtb UGM inh	FBA Mtb inh
Cc1ccnc(Nc2nc(-c3ccccc3)cs2)c1	13	-3	-1.6	23	-0.1	-8	-3.5	3.5	-2
COc1ccc(C(=O)NCC2CCCO2)cc1S(=O)(=O)NCc1ccc(Cl)cc1 (configuration not stated)	4	-11	-1.1	0	-0.2	5	-0.3	x	5
CNC(=O)c1c(NC(=O)c2ccc(S(=O)(=O)N3CCCc4ccccc43)cc2)sc2c1CCN(C)C2	-5	-3	-5.4	u	-2.6	9	u	2.4	-4
COc1ccc(/C=C(\NC(=O)c2ccccc2)C(=O)N/N=C/c2sccc2C)cc1	-3	21	-1.8	0	4.3	40*	3.4	-0.6	2
CC1=C(C)CC(C(=O)NNC(=O)c2ccccc2)C(C(=O)O)C1 (configuration not stated)	13	12	-2.3	-20	0.9	1	-0.1	0.6	1
CCNC(=S)N/N=C/c1cccc(C)c1	6	-4	-0.7	-12	x	8	-0.2	5.0	-1
CC(=O)C1=NN(c2ccc(Cl)cc2)C(c2ccc3c(c2)OCO3)N(C(C)=O)N1C (configuration not stated)	16	6	-2.3	1	x	12	0.2	-2.1	-2
N#Cc1cn(Cc2ccccc2)c2ccccc12	11	4	-2.7	5	0.0	2	-0.3	0.5	4
O=S(=O)(c1ccc(Cl)cc1)N1CCc2ccccc21	3	-10	-4.0	u	0.5	4	-6.5	0.9	-1
O=C(c1ccc(Cl)cc1)N1CCC(O)(CSc2ccc(Cl)cc2Cl)CC1	-7	6	-1.3	-9	1.9	-3	0.0	2.7	3
CCC(=O)N(CCc1ccccc1C)Cc1cc2cc3c(cc2[nH]c1=O)OCO3	9	-7	0.4	8	x	5	1.2	2.1	8
COc1ccc2nc(/C(C#N)=C\c3ccc(C(=O)O)cc3)[nH]c2c1	-10	-5	-1.9	0	x	11	-0.3	-2.8	3
